Peg3 promoter: inhibitors of Peg3 promoter; hit rate 1.7% among 360,000; HeLa PEG-Prom luciferase reporter, luminescence, overnight; inhibition, % at 20 µM;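 active = inhibition of at least 50% at 20 µM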
CF NFkB block: inhibitors of cystic fibrosis induced NF-kB. KKLEB NF-kB-GFP reporter, PAF-induced, GFP fluorescence overnight. inhibition, % at 5 µM. hit rate 0.86% among 360,000;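 active = at least 50% inhibition at 5 µM, scaled per plate between neutral and stimulator controls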;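 also: PAF is a Pseudomonas aeruginosa culture filtrate used as stimulus; plate controls were PAF-stimulated DMSO wells for no effect and unstimulated DMSO wells for full effect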
PDI inh: blocks human protein disulfide isomerase activity. P07237. PDI insulin aggregation turbidity, A650, 90 min. inhibition, % at 10 µM. hit rate 0.052% among 350,000;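 active = mean inhibition across replicates of 30% or more, whatever share of single replicates reach that level; inconclusive = mean inhibition below 30% while every single replicate reaches 30%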;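 also: absorbance from insulin aggregation driven by PDI reduction with DTT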
Target sequence (P07237 whole entry, looked up): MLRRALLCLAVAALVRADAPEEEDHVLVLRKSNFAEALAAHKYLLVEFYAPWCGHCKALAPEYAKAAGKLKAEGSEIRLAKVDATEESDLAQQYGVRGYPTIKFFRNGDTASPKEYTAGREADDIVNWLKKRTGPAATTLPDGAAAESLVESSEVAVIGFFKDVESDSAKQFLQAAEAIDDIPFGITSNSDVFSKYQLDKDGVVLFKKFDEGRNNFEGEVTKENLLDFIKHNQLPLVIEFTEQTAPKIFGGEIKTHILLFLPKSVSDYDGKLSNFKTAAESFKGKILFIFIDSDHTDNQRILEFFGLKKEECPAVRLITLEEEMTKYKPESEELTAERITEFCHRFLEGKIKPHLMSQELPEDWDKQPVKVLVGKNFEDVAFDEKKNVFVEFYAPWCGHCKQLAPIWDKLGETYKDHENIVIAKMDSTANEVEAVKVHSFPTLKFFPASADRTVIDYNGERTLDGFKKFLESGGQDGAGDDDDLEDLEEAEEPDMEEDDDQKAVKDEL
NR2E3 ag-1: agonists of human nuclear receptor NR2E3. inhibition of corepressor binding, % at 4.78 µM. Q9Y5X4. hit rate 0.12% among 320,000. AID 2300. GST-NR2E3/biotin-RetCOR TR-FRET, 1536-well;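 active = percent inhibition above the cutoff of mean plus 3 SD of all tested compounds, set per screening campaign, cut at about 20% in these data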;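 also: 0% = DMSO wells and 100% = biotin wells as full block of FRET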
Target sequence (Q9Y5X4 whole entry, looked up): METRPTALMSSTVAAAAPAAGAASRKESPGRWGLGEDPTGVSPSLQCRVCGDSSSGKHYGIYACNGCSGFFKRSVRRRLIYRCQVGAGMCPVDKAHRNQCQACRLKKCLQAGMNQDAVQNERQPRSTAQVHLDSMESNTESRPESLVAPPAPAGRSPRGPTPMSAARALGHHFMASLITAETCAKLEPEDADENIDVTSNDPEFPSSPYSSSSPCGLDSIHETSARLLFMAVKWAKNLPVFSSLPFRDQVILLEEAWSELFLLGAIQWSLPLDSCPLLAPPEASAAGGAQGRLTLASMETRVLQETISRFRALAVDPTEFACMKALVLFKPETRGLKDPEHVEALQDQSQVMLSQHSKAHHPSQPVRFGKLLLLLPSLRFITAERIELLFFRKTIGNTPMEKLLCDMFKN
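Material: NR2E3–RetCOR corepressor complex / Amount: 1.35 nM GST-NR2E3 / Medium: Tris pH 7.5 / Compound: single nominal compound dose of 4.8 µM / Incubation: 5 h at 4 °C / Technique: TR-FRET, Eu(K)-anti-GST donor, streptavidin-D2 acceptor, ex 340, em 617/671 nm / Read-out basis: percent loss of FRET ratio relative to control wells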
Vif imaging: inhibitors of HIV Vif | HEK293T cells, Vif self-association by quenched fluorescence, imaging, 24 h | inhibition, % at 7.49 µM | hit rate 0.35% among 340,000; in the data active = inhibition above about 50%, passing the limit was not always enough; inconclusive = no clear call, values can overlap the other calls; inactive = below about 31%; also: some results filed as inactive read as strong as hits
HIF-2a inh: inhibitors of HIF-2a | AID 624352 | hit rate 0.72% among 360,000 | 786-0 RCC cells HIF-2a reporter, luciferase luminescence, overnight | inhibition, % at 18.8 µM;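 active = inhibition of the luminescence signal of 40% or more relative to plate controls, in a single-dose primary screen at 18.75 µM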
CaV13 ICDI inh: Primary screen for inhibitors of IQ motif and Ca2+-dependent inactivation inhibitor domain binding in CACNA1D, Förster resonance energy transfer in living cells, …; HEK cells, CFP/YFP FRET ICDI-IQ, plate reader, 10 min; percent FRET-ratio fall versus neutral wells; inhibition, % at 12.3 µM; hit rate 0.098% among 340,000;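 active = mean replicate inhibition of at least 30% and at least 1% of replicates passing that level; inconclusive = only one of the two criteria is met; inactive = neither criterion is met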;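 also: 0% = median of the neutral control wells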
NR2E3 ag-2: human photoreceptor-specific nuclear receptor agonism; Q9Y5X4; CHO-S Gal4-NCOR/VP16-NR2E3 two-hybrid, luciferase; inhibition of corepressor binding, % at 3.98 µM; hit rate 0.35% among 360,000; AID 602229;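 active = inhibition above the mean of all tested compounds plus 3 SD, cut at about 70% in these data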;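 also: 0% = DMSO with NR2E3 transfected cells and 100% = cells lacking NR2E3 construct; higher means lower luciferase signal from less NR2E3 corepressor binding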
Shn3 inh set2: Schnurri-3 reporter inhibition in Clone20 osteoblasts; AID 588674; hit rate 0.52% among 360,000; inhibition, % at 12.5 µM; Clone20 osteoblast Shn3 3'UTR firefly luciferase, 24 h;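 active = mean inhibition of at least 75% with every replicate also reaching 75%; inconclusive = mean inhibition at least 75% but some replicate below; inactive = mean inhibition below 75%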;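 also: 0% = median of neutral control wells and 100% = pilot-screen positive control compound; some compounds past the cut are filed as inactive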
TRPM1 prom inh: inhibitors of MITF-driven TRPM1 promoter in melanoma cells | SK-MEL-5 TRPM1 promoter luciferase, 24 h | inhibition, % at 12.5 µM | hit rate 0.83% among 330,000 | AID 488899;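 active = mean inhibition across replicates of 60% or more, whatever share of single replicates reaches that level; inconclusive = some that reach 60%, reason not given; inactive = mean inhibition across replicates below 60%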; also: values of inactives mirror those of a sister screen read the other way
KKLEB cytotox: counter-screen for CF NF-kB inhibitors: cytotoxicity. KKLEB CF airway cells viability, ATPlite luminescence, overnight; hits give low values; cells stimulated with P. aeruginosa culture filtrate. activity change (cytotoxicity), % at 5 µM. hit rate 0.36% among 360,000;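 active = corrected activity change at or below -50% at 5 µM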
Active calls of the source: *; ? = inconclusive; nt = no result given.

The first nine entries, to show the layout:
SMILES	Peg3 promoter	CF NFkB block	PDI inh	NR2E3 ag-1	Vif imaging	HIF-2a inh	CaV13 ICDI inh	NR2E3 ag-2	Shn3 inh set2	TRPM1 prom inh	KKLEB cytotox
O=S(=O)(NC1c2cccc3cccc(c23)C1N1CCNCC1)c1ccccc1 (configuration not stated)	-9	13	0	1	7	9	-5	5	-23	-9	-17
CCOC(=O)Oc1ccc2c(c1)C(C)=CC(C)(C)N2C(=O)OCC	14	-19	-5	5	-6	21	-4	-19	10	6	-2
NC(=O)c1ccc(Oc2ccc(Cl)cc2)c([N+](=O)[O-])c1	10	-5	7	-5	3	16	-4	-15	8	5	9
CCOC(=O)C(=CNc1ccccc1Cl)C(=O)OCC	-1	-1	10	nt	-14	-21	-17	-17	5	0	-4
Cc1ccccc1CN(C)c1ccc(S(=O)(=O)N2CCN(C)CC2)cn1	14	-1	11	0	-3	11	-2	18	11	1	-7
CN(CC(=O)Nc1ccc(N2CCOCC2)cc1)C(=O)c1cc(S(=O)(=O)N(C)C)ccc1Cl	-29	3	-13	1	-1	-21	-2	-34	14	7	5
O=C(NC(=S)NCC1CCCO1)c1cccc([N+](=O)[O-])c1 (configuration not stated)	5	-11	-3	2	10	6	-18	6	-36	0	-6
COc1ccccc1NC(=O)CSc1nc2sc(C)c(C)c2c(=O)n1Cc1ccco1	11	11	-6	1	3	15	-6	11	4	-15	-6
COc1ccc(NC(=O)C2CC(=O)N(C)C(=Nc3ccc4c(c3)OCO4)S2)cc1 (configuration not stated)	23	7	-3	2	10	17	-10	-2	10	-6	-7

This part in full, from the first entry:
SMILES	Peg3 promoter	CF NFkB block	PDI inh	NR2E3 ag-1	Vif imaging	HIF-2a inh	CaV13 ICDI inh	NR2E3 ag-2	Shn3 inh set2	TRPM1 prom inh	KKLEB cytotox
O=S(=O)(NC1c2cccc3cccc(c23)C1N1CCNCC1)c1ccccc1 (configuration not stated)	-9	13	0	1	7	9	-5	5	-23	-9	-17
CCOC(=O)Oc1ccc2c(c1)C(C)=CC(C)(C)N2C(=O)OCC	14	-19	-5	5	-6	21	-4	-19	10	6	-2
NC(=O)c1ccc(Oc2ccc(Cl)cc2)c([N+](=O)[O-])c1	10	-5	7	-5	3	16	-4	-15	8	5	9
CCOC(=O)C(=CNc1ccccc1Cl)C(=O)OCC	-1	-1	10	nt	-14	-21	-17	-17	5	0	-4
Cc1ccccc1CN(C)c1ccc(S(=O)(=O)N2CCN(C)CC2)cn1	14	-1	11	0	-3	11	-2	18	11	1	-7
CN(CC(=O)Nc1ccc(N2CCOCC2)cc1)C(=O)c1cc(S(=O)(=O)N(C)C)ccc1Cl	-29	3	-13	1	-1	-21	-2	-34	14	7	5
O=C(NC(=S)NCC1CCCO1)c1cccc([N+](=O)[O-])c1 (configuration not stated)	5	-11	-3	2	10	6	-18	6	-36	0	-6
COc1ccccc1NC(=O)CSc1nc2sc(C)c(C)c2c(=O)n1Cc1ccco1	11	11	-6	1	3	15	-6	11	4	-15	-6
COc1ccc(NC(=O)C2CC(=O)N(C)C(=Nc3ccc4c(c3)OCO4)S2)cc1 (configuration not stated)	23	7	-3	2	10	17	-10	-2	10	-6	-7
COc1ccccc1N1CCN(C(=O)CCC(=O)N2CCN(c3ccccc3OC)CC2)CC1	16	-2	0	3	-4	20	-9	-1	13	10	18
C[N+](C)(CC#Cc1ccccc1)CC(=O)c1ccccc1	-5	-6	1	0	-6	10	-5	-10	9	-7	-4
CC(C)NC(=O)C1(C)CCCCN1Cc1ccc(OCc2ccccc2)cc1 (configuration not stated)	-42	-3	-3	nt	-5	-41	-5	-11	51	nt	-2
Cc1ccc(N(C(=O)c2ccc(Br)o2)C2C=CS(=O)(=O)C2)cc1 (configuration not stated)	0	4	-1	1	15	16	?	-14	-5	-18	2
C#CCN(C[C@@H]1[C@@H](OC(=O)NC2CC2)[C@@H](OC(=O)NC2CC2)CN(C(=O)OC(C)C)N1C(=O)OC(C)C)S(=O)(=O)c1ccc(C)cc1	-30	14	1	nt	0	20	-6	4	-9	nt	8
O=C(COC(=O)Cn1cnc2ccccc21)Nc1ccccc1C(F)(F)F	-4	-11	2	nt	nt	13	-2	10	-4	-1	-2
CCOC(=O)C1(CCOc2ccccc2)CCN(CC=C(C)C)CC1	-8	-20	1	2	-3	6	-11	-22	21	-1	-8
Cc1cc(S(=O)(=O)N2CCOCC2)ccc1OCC(=O)Nc1cccc(F)c1	3	9	3	5	14	-1	-3	-16	-11	17	8
CCc1nn(CCCC(=O)Nc2ccc(C)cc2C)c(=O)c2cc3occc3n12	-5	-18	1	0	-1	-7	-5	-31	3	-7	13
c1cncc(-c2nc(N3CCOCC3)c3c4c(sc3n2)CCC4)c1	3	-12	-1	-3	3	0	-2	15	6	-3	-4
COc1ccccc1/C=N/n1c(N)c(C(=O)NC2CCCCC2)c2nc3ccccc3nc21	18	-4	-16	nt	-9	17	-6	-14	-13	-12	-8
COc1cc(/C=N/NC(=O)CCN2CCN(C)CC2)cc2c1OCO2	0	0	3	3	5	10	nt	-14	7	-6	-6
N#Cc1cc([N+](=O)[O-])ccc1N1CCN(c2ccccc2O)CC1	-130	-33	-2	-3	7	-203	6	-67	-43	-21	9
Cc1[nH]nc(-c2ccc(O)cc2O)c1-c1nc2ccccc2s1	15	16	5	1	-3	31	1	-46	2	19	-8
O=C(Cn1cnc2c(nnn2Cc2ccc(F)cc2)c1=O)NCc1ccc2c(c1)OCO2	13	-6	3	4	0	4	nt	2	-7	13	-4
CC(=O)C1=C(C)NC2=C(C(=O)CC(C)(C)C2)C1C (configuration not stated)	-12	21	-5	3	-9	14	-2	-9	14	7	-1
COc1ccc(S(=O)(=O)N2CCOCC2)cc1NC(=O)c1cccs1	4	-7	-1	0	1	6	-3	-13	-8	3	1
COc1cc(OC)c(C2SCCS2)c(OC)c1	2	-2	-18	0	2	5	-15	-1	-7	0	-1
Cc1ccc(C2(C)NC(=O)N(CC(=O)N(C)CC(=O)Nc3cccc(F)c3)C2=O)cc1 (configuration not stated)	-2	-10	16	0	-12	16	-4	17	9	-10	3
Clc1ccc(N2CCN(c3cnc4ccccc4n3)CC2)cc1	-306	-15	-2	0	2	-222	-6	-38	-5	-35	8
CCCOC(=S)Nc1ccccc1	-6	-5	9	-1	2	-25	-5	2	-18	-6	4
CCOC(=O)c1cnc2c(OC)cccc2c1NCc1cccnc1	-2	-10	-3	0	1	4	-10	2	13	4	8
CC(C)Oc1ccc(C(=O)Nc2ccc(NC(=O)c3ccco3)c(Cl)c2)cc1	-146	-8	-6	4	-12	-220	-5	-43	-36	-53	0
CCc1cccc(NS(=O)(=O)c2c(C)nc3sc(CC)nn3c2=O)c1	8	0	7	2	-2	11	-5	2	-47	-1	1
N#Cc1ccc[n+](CC(=O)c2ccc(NC(=O)c3ccccc3)cc2)c1	-10	0	2	-3	-11	-5	-4	-11	-3	-4	-2
CCCn1c(SCC(=O)OCc2ccccc2)nc2c1c(=O)n(C)c(=O)n2C	13	-6	0	2	-4	16	-24	-10	1	9	-10
Clc1ccc(CNc2ncnc3[nH]ncc23)cc1Cl	-8	26	-2	nt	-6	10	-9	21	19	4	-9
O=C(Cn1nnc2c(cnn2-c2ccc(F)cc2)c1=O)c1ccccc1F	-10	7	9	4	1	-18	-6	-11	-7	-5	-11
CCOC(=O)C1CCN(c2nc(N)c3c(N)nc(SCC(=O)O)cc3c2C#N)CC1	23	-5	-2	nt	2	9	-7	-45	-8	11	-7
O=C(CCNC(=O)c1ccc(Cl)cc1)NCc1ccccc1Cl	-12	28	-3	nt	-4	11	-6	-28	2	-3	-14
CCOC(=O)/C=c1\sc2n(c1=O)CCN=2	9	14	4	1	16	4	-5	1	5	-12	1
Cc1cc2n(n1)SC(Nc1cccc3ccccc13)N2 (configuration not stated)	-254	-2	-5	6	-7	-230	-6	-88	-18	-4	10
CC(=O)Nc1ccc(NC(=O)CSC2=NCCS2)cc1	-3	-3	10	nt	-6	9	nt	-10	-10	-9	4
CCOC(=O)N1CCN(C(=O)Nc2ccc3nccnc3c2)CC1	-5	4	0	0	1	-19	-9	-6	10	-23	3
Cc1ccc(C(NC(=O)NC(C)c2ccccc2)C(Cl)(Cl)Cl)cc1F (configuration not stated)	32	30	6	-2	-10	19	-9	5	47	-19	-13
C=CCNC(=S)NNC(=O)COc1c(Cl)cc(Cl)cc1Cl	-4	4	-8	-1	0	20	-19	8	47	0	-16
O=C(O)c1nn(CC(=O)N2CCCCCC2)c(=O)c2ccccc12	-9	-4	-7	1	4	8	-1	-30	1	-1	-10
CCOC(=O)N(C)c1c(CC)nc2c(OCc3ccccc3OC)cccn12	22	7	9	nt	-6	1	-5	21	1	nt	-2
COc1cccc(C2C=C(c3ccc(OC)cc3OC)Nc3nnnn32)c1 (configuration not stated)	5	-4	2	1	-14	-15	nt	-22	-4	7	-7
COc1ccc(-c2nnc(NC(=O)C3CCCO3)s2)cc1 (configuration not stated)	-224	-4	1	-2	nt	-134	nt	-52	-54	-39	3
O=C(NN1C(=O)NC2(CCCCC2)C1=O)c1ccc(-c2ccc([N+](=O)[O-])cc2)o1	13	-11	-9	1	-3	-12	-5	5	12	8	-1
O=C(OCc1nnc(-c2ccccc2)o1)c1cccc(-n2cnnn2)c1	-23	1	-10	-2	2	-11	-6	-15	-1	0	2
O=C(NCCN1CCN(c2cccc(Cl)c2)CC1)c1cccn2c(=O)c3ccccc3nc12	20	-34	5	nt	-5	11	-9	7	-11	4	8
O=C1CCCC/C1=C\Nc1ccc(Cl)cn1	-203	-9	-2	-2	nt	-297	-10	-5	-9	-70	5
Cc1ccc(S(=O)(=O)/C=C2\NC(=O)CS2)cc1	-19	4	-1	2	3	-2	-6	-21	-22	4	-4
O=C(O)/C=C/c1ccc(S(=O)(=O)Nc2cccnc2)cc1	9	-23	-5	3	1	21	-1	-7	-28	-5	8
